hcGAS lum – human cGAS inhibition | Q8N884 | recombinant h-cGAS, ATP depletion, Kinase-Glo luminescence | inhibition, % at 12.5 µM | 290,000 compounds, 0.081% hits | AID 1259398;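 further: 0% = vehicle reaction and 100% = reaction without DNA for no activity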
Target sequence (Q8N884 whole entry, looked up): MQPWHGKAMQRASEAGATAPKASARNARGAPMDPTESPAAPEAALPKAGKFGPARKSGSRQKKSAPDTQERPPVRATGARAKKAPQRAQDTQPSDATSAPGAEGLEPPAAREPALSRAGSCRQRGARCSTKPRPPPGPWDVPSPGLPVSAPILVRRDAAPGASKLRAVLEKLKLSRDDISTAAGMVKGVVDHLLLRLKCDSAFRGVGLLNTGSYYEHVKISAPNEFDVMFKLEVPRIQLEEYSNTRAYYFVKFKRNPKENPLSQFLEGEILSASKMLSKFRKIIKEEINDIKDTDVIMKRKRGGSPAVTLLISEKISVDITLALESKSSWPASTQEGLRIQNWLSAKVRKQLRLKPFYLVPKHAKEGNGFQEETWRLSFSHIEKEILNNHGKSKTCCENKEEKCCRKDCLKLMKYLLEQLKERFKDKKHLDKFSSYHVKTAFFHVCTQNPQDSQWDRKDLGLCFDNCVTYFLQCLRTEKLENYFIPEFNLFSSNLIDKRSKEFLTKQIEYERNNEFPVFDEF
NPYLR7 ag – activates Aedes aegypti NPYLR7 receptor | HEK293T NPYLR7/Galpha15, GCaMP6s calcium fluorescence | 270,000 compounds, 0.15% hits | activation, % at 10 µM; in the data active means activation above about 40%;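 further: 0% = vehicle and 100% = reference agonist at the receptor; some compounds past the cut are filed as inactive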
mcGAS lum – inhibitors of mouse cGAS; 160,000 compounds, 0.15% hits; inhibition, % at 12.5 µM; Q8C6L5; recombinant cGAS, Kinase-Glo ATP depletion luminescence;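 further: 0% = negative control wells and 100% = reference inhibitor with no enzyme activity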
Active calls of the source: *; · = no result given; & = joins results of further samples. Unless noted, no stated cut-off is given here; in the data, active means inhibition above about 40%; inactive means the rest.

Molecule,NPYLR7 ag,hcGAS lum,mcGAS lum
CCOC(=O)N1CCN(C2CCCN(C(=O)c3ccc(COC)s3)C2)CC1 (stereo not given),2&2,-9&-7,·
Cc1cc(C)cc(C(=O)N2CCC(CO)(CCOc3ccccc3)CC2)c1,7,0,·
NC(=O)c1nc(-c2ccccc2)nc2c1[nH]c(=O)n2-c1ccc(Cl)cc1,-5,7,·
COCCNC(=O)c1sc(=O)n(Cc2ccc(F)cc2)c1C,-7,5,·
CC(C)=CCN1CCNC(=O)C1CC(=O)O (stereo not given),6,-3,·
COc1ccc(Cl)c2sc(N(CCCN(C)C)C(=O)c3cc(C)nn3C)nc12,-1,-10,-6
Cc1nc2ccccn2c(=O)c1NC(=O)c1ccc(Br)cc1,4,-17,·
Cc1sc2nc(CSCC(=O)c3cc(C)n(CCC(C)C)c3C)[nH]c(=O)c2c1C,-1,7,·
CCC(=O)Nc1cccc(C(=O)N(C)CC2(CO)CCC2)c1,-2,0,·
O=C(Nc1ccccc1N1CCOCC1)c1cc(=O)[nH]c2ccc(S(=O)(=O)N3CCOCC3)cc12,5,-2,-6
CC(C)NC(=O)NC(=O)CN1CCCC(C(F)(F)F)C1 (stereo not given),3,-2,-4
OCCCn1cnc(-c2ccccc2)c1-c1ccc2occc2c1,2,-5,-15
NS(=O)(=O)c1ccc(Cn2ccnc2-c2ccccn2)cc1,·,-1,-9
CC(C)NC(=O)C1CCN(C2CCN(Cc3cc4ccccc4o3)CC2)CC1,8,-4,·
CC(C)[C@H]1CC[C@H](C)C[C@@H]1OCC(=O)N1CCC2(CC1)OCCO2,-1,-8,-4
CCNC(=O)N(Cc1ccc(F)cc1F)CC1CC(c2ccccc2C)=NO1 (stereo not given),19,-2,-4
CN(c1ccccc1)S(=O)(=O)c1c(-c2ccccc2)csc1C(N)=O,·,-7,-10
CN(CCC(O)c1ccccc1)Cc1ccc(Cl)s1 (stereo not given),3,8,0
CC(c1ccc(F)cc1F)N1CCC(C(=O)Nc2nccs2)CC1 (stereo not given),2,-4,·
CN(CC(=O)OCC(=O)NNC(=O)c1cccs1)S(=O)(=O)c1ccc(Cl)cc1,5,2,-7
CCCc1nn(-c2ccc(Cl)cc2)c(C)c1C(=O)O,5,-4,-5
O=C(Nc1ccc2c(c1)CCC2)c1cc(S(=O)(=O)N2CCCCC2)ccc1Cl,0,-4,·
CCOc1ccc2ccccc2c1C(=O)N1CCN(c2nccc(-c3cccc(C(F)(F)F)c3)n2)CC1,10,-2,-6
C[C@@]1(O)CCN(C(=O)c2cnc3ccccc3c2)C[C@@H]1Cc1ccccc1,3,-6,·
CCOC(=O)c1ccccc1NC(=O)CSc1c(COC)cnc2c1c(=O)n(C)c(=O)n2C,9,-6,-9
OC(COc1ccc(Br)cc1)Cn1ccnc1 (stereo not given),12,-12,-2
Cc1ncoc1C(=O)N1CCCCC1C(=O)Nc1ccc(Oc2ccccc2F)cc1 (stereo not given),6,-7,·
CCSc1nn(CC(=O)Nc2ccc(C)cc2)c(N)c1S(=O)(=O)c1ccc(C)cc1,-1,-5,-8
CC(c1ccc(Cl)cc1Cl)N(C)S(=O)(=O)N1CCCCC1 (stereo not given),2,-6,·
CC1=C(C(=O)OCC(C)C)C(c2cccc(F)c2)C2=C(CC(c3ccccc3)CC2=O)N1 (stereo not given),6,-2,-7
CC(C)c1nc2sc3c(NCC4CCCO4)ncnc3c2c2c1COC(C)(C)C2 (stereo not given),2,0,·
CC(C)(C)Nc1c(-c2cccs2)nc2ccc(Cl)cn12,5,-7,-7
COCCNC(=O)C(NC(=O)CC(C)C)C1CCN(C(=O)CCc2ccccc2)CC1 (stereo not given),5,-8,-6
CCc1nccn1CC(=O)N1CCNCC1C(=O)N1CCCC1 (stereo not given),-2,-5,·
Cc1ccc(CNC(=O)Nc2nnc([C@@H]3C[C@H](O)[C@@H](CO)O3)s2)cc1,-1,-7,-5
Cc1cc(=O)n2c(n1)SCC2CC(=O)Nc1nccs1 (stereo not given),-4,-6,·
O=C(CNC(=O)C12CC3CC(CC(C3)C1)C2)N1CCC(C2OCCO2)CC1,10,-6,·
Cc1cc(C(=O)CSc2nnnn2C2CCCC2)c(C)n1-c1ncn[nH]1,19,-5,·
CCN(C=Nc1sc2c(c1C#N)CC(C)(C)NC2(C)C)CC,3,-7,-5
Cc1ccccc1-c1cnc(-c2cccnc2)nc1C1CCN(C(=O)c2scc3c2CCCC3)CC1,22,-3,-10
CN(Cc1ncc[nH]1)C1CCN(c2ccc3c(c2)OCO3)CC1,-10,-7,·
CCCS(=O)(=O)Nc1ccc(N(C)C)c(CN(Cc2cccc(F)c2)C(=O)COC)c1,-1,-5,-3
COc1ccc([N+](=O)[O-])cc1CN1CCCn2cccc2C1c1ccccc1[N+](=O)[O-] (stereo not given),5,-4,·
N#CC(=C(O)CSc1ccc2c(c1)OCCO2)c1nc2ccccc2[nH]1,5,-3,·
O=C(c1ccc(Cl)nc1)N1CCN(c2nc3nccc(-c4cccnc4)n3n2)CC1,4,-6,-7
CCc1ccc(-n2c(C(CC)N(CCc3ccc(OC)c(OC)c3)C(=O)C3CCCC3)nc3ccccc3c2=O)cc1 (stereo not given),29,-3,-4
Cc1ncc(C(=O)NCCN2CCC(C)CC2)c(Cl)c1Br,11,-7,·
O=c1oc2cc(O)ccc2cc1-c1nnc(Nc2ccc(Oc3ccc(Cl)c4ccccc34)c(Cl)c2)s1,3,-8,·
CCCOC(=NCCN(C)C)NC(=O)c1ccc2c(c1)OCO2,-4,-9,-5
COc1ccc(C(=O)NNC(=O)C(NS(=O)(=O)c2cccs2)C(C)C)cc1 (stereo not given),1,-7,-8
CCCCc1ccc(NC(=O)c2cc(=O)c(OCc3ccc(F)cc3)c[nH]2)cc1,7,-5,·
CCC[C@H]1CN(S(C)(=O)=O)C[C@@H]1Nc1ncnc2c1CCC2,·,-9,-6
COc1cn(CC(=O)Nc2ccc3c(c2)OCO3)c(CSc2nccc(C)n2)cc1=O,-3,-5,0
CN1CCN(n2c3c(c(SCc4ccc([N+](=O)[O-])cc4)nc2=O)CCCC3)CC1,-5,-5,-6
CC(C)CN1CCNC(=O)C1CC(=O)N(C)Cc1cc(-c2ccccc2)n[nH]1 (stereo not given),9,-4,·
O=C(NCCC1COc2ccccc2O1)c1ccc(NCc2ccccn2)nc1 (stereo not given),8,-2,·

Later entries
Molecule,NPYLR7 ag,hcGAS lum,mcGAS lum
Cc1cc(C)n2nc(C(=O)N(CC3CCC(=O)N3)C(C)C)cc2n1 (stereo not given),3,-7,·
COc1ncc([C@@H]2C[C@H](NC(C)=O)C[C@H](c3cc(F)cc(F)c3)O2)cn1,-2,-1,·
Cc1ccc2nc(COc3cccc4c3CCCC4O)cc(=O)n2c1 (stereo not given),-1,4,·
C=CCNC(=O)NC(=O)CN(C1CC1)C(C)c1ccccc1Cl (stereo not given),-3,-2,·
CCc1cccc(NC(=O)CCC(=O)N(C)Cc2nc3ccccc3n2C)c1,14,-2,·
Cc1cc(C)c(S(=O)(=O)Nc2ccc(C3SCC(=O)N3c3ccc(F)cc3)cc2)c(C)c1 (stereo not given),5,0,-5
CCCn1nc(N)c2ccccc21,25,-5,·
CC(=O)Oc1ccccc1CSc1nc2cc(S(=O)(=O)N3CCOCC3)ccc2n1CCCN1CCOCC1,7,-5,-7
FC(F)(F)c1ccc(Nc2cnn(Cc3ccccc3)c2)nc1,3,-7,·
Cc1cc(Cl)ccc1OCCCC(=O)NO,-5,-10,-10
COc1cccc(CSc2nnc(C(C)NS(=O)(=O)c3ccc(F)cc3)n2-c2ccc(C)cc2)c1 (stereo not given),17,-1,-4
C#CCCC(=O)N1CCC(n2cnc3ccc(C)cc32)CC1,-3,-5,-4
C=CCOC(=O)C1=C(C)NC2=C(C(=O)CCC2)C1c1cc(OC)c(OC)cc1[N+](=O)[O-] (stereo not given),-7,2,-6
CCC(Oc1ccccc1)C(=O)NCc1cccnc1N1CCOCC1 (stereo not given),-1,-3,·
CC(=O)Nc1ccc(SCc2cccc(C(F)(F)F)c2)nn1,0,0,·
O=C(c1ccc(CSc2nc3ccc([N+](=O)[O-])cc3s2)cc1)N1C2CCC1CC(Oc1ccc3c(c1)OCO3)C2 (stereo not given),0,-10,-7
CC(C)n1cc(C(=O)N2CCOC(c3ccc(Cl)cc3)C2)cn1 (stereo not given),7,-2,·
COc1cc(-c2cc(=O)c3c(O)c(OC)c(OC)c(OC)c3o2)cc(OC)c1OC,-3,0,·
Cc1ccccc1NCC(=O)N/N=C/c1cc(Br)c(O)c(Br)c1O,8,9,·
Cc1ccc(N=Cc2nc(-c3ccccc3F)oc2O)c(Br)c1,-4,-3,·
O=C(CSc1ccncc1)NC1CC(=O)N(CC2CCCCC2)C1 (stereo not given),5,-11,·
Cc1cnc2c(c1NCCC1=CCCCC1)c(=O)n(C)c(=O)n2C,7,-6,·
Cc1[nH]c2ccc(C(=O)N3CCN(Cc4ccc5c(c4)OCO5)CC3)cc2c1C,1,17,-5
COc1cc(OC)cc(C(=O)N2CCN(c3ccc(C)cc3C)C(=O)C2C)c1 (stereo not given),1,0,-4
CC(C)C(NC(=O)c1ccc(C(C)(C)C)cc1)C(=O)Nc1cccnc1 (stereo not given),0,-9,·
Cc1ccc(C(=O)CN2C(=O)NC3(CCCCC3C)C2=O)s1 (stereo not given),-1,-8,·
O=C(NCc1ccc(F)c(C(F)(F)F)c1)C1CC12c1ccccc1-c1ccccc12 (stereo not given),-12,-6,-5
COc1ccc(S(=O)(=O)NCC2CCCO2)cc1N1CCN(S(=O)(=O)c2ccc(Br)cc2)CC1 (stereo not given),0,-5,-6
CC1(C(=O)NS(=O)(=O)c2ccccc2)CCN1C(=O)Cc1cccc2ccccc12 (stereo not given),1,-9,·
CC1Cc2cc(-c3nccn3CCc3nc(-c4ccncc4)n[nH]3)ccc2O1 (stereo not given),-1,-4,·
COC(=O)c1csc(CN(C(=O)Nc2ccc(Cl)cc2Cl)C2CCCCC2)n1,-5,-5,-5
COc1ccc(S(=O)(=O)NC(=O)C2(C)CCN2C(=O)C2CC2)cc1 (stereo not given),2,-11,·
O=C(CCc1ncc(-c2ccc(F)cc2F)o1)Nc1nc2ccccc2s1,13,-7,-7
COC(=O)c1ccc(-c2noc(CN(C)CCc3cnn(C)c3)n2)cc1,1,-3,·
Cc1ccc(C(=O)OCC(=O)c2ccc(Br)cc2)cc1C,8,-5,·
COc1cc(CNc2ccc3ncc(-c4ccccc4Oc4ccccc4)n3n2)cc(OC)c1OC,6,-3,-5
Cn1cccc1C(=O)N1CCC(CCc2ccccc2)CC1,2,-4,-7
CC(C)c1ccccc1NC(=O)CCC(=O)N1CCc2ccccc2C1,-11,-5,-2
CCCN(CCn1nc2ccccn2c1=O)CC(=O)Nc1cc(Cl)ccc1Cl,-3,3,2
Cc1ccc(CN2CCNC(=O)C2CC(=O)NCC2(c3ccccc3)CCOCC2)o1 (stereo not given),-1,-3,·
Cc1ccc(C2(O)CCN(C(=O)c3cnnn3-c3ccccc3)CC2)nc1,-5,-6,·
Cc1c(C)n2c3c(=O)n(C)c(=O)n(C)c3nc2n1CCN1CCN(c2ccccc2)CC1,-10,1,·
COc1cccc(CC2(C(=O)O)CCN(Cc3cccnc3)CC2)c1,6,-6,-14
Cc1cnc2c(Cl)c(C(=O)N3CCc4c(ncnc4N(C)C)C3)nn2c1,-2,-7,-10
CC(C)NC(=S)NN=C1CCCCC1,-2,-4,-7
O=C(CCc1nc2ccccc2s1)NCc1nc(NC2CCCC2)c2cc(Cl)ccc2n1,5,-5,-10
O=C(NCC(c1ccccc1)C1CCCC1)c1cccnc1 (stereo not given),-1,-4,-21
COc1cc(C=C2SC(=O)N(CCNC(=O)c3snnc3C)C2=O)ccc1OC(F)F,-2,-4,·
O=C1CCCN1CCC(=O)N1CCCC(CO)(Cc2ccccc2)C1 (stereo not given),6,0,·
Cc1cccnc1CC(C)NC(=O)c1cc(C(C)C)nc(N)n1 (stereo not given),-3,4,-1
O=S(=O)(c1cccs1)N1CN(Cc2ccccc2)c2nc3ccccc3nc21,2,-6,-9
CCOc1nc2cccc(C(=O)O)c2n1Cc1ccc(-c2ccccc2-c2nn[nH]n2)cc1,-12&-13,3&3,0

A second format for part of the listing above.
> O=C1CCCN1CCC(=O)N1CCCC(CO)(Cc2ccccc2)C1 (stereo not given)
  NPYLR7 ag = 6 | hcGAS lum = 0 | mcGAS lum = ·
> Cc1cccnc1CC(C)NC(=O)c1cc(C(C)C)nc(N)n1 (stereo not given)
  NPYLR7 ag = -3 | hcGAS lum = 4 | mcGAS lum = -1
> O=S(=O)(c1cccs1)N1CN(Cc2ccccc2)c2nc3ccccc3nc21
  NPYLR7 ag = 2 | hcGAS lum = -6 | mcGAS lum = -9
> CCOc1nc2cccc(C(=O)O)c2n1Cc1ccc(-c2ccccc2-c2nn[nH]n2)cc1
  NPYLR7 ag = -12&-13 | hcGAS lum = 3&3 | mcGAS lum = 0

Rows were taken by chance (roughly 0.29% active in at least one column).
